Bioassay records deposited in PubChem by several laboratories.
NR5A2 inv ag: inverse agonists of human LRH-1 (NR5A2) | actives 0.13% (n = 360,000) | O00482 | inhibition, % at 3.6 µM | AID 602396 | HEK293T StAR-luciferase reporter, LRH-1 transfected, 24 h;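 active = inhibition above the mean inhibition of all tested compounds plus 3 SD, cut at about 73% in these data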;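 also: 0% = DMSO wells and 100% = reporter-only cells lacking LRH-1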
LMP1 NFkB inh: inhibitors of Epstein-Barr LMP1-induced NF-kappaB reporter. LMP1-induced NF-kappaB luciferase reporter cells, luminescence. inhibition, % at 12.5 µM. actives 0.69% (n = 350,000). AID 504558; in the data active = inhibition above about 41%;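 also: 0% = neutral control wells and 100% = reference inhibitor control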
ABHD5 PLIN5 PPI: blocks binding of human ABHD5 to perilipin-5. actives 0.78% (n = 360,000). Split G. princeps luciferase complementation, luminescence, 4 h. inhibition, % at 4 µM. Q00G26+Q8WTS1. AID 602281;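 active = inhibition above the mean inhibition across every tested compound plus 3 SD, cut at about 22% in these data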;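 also: 0% = DMSO only wells and the 100% control is not disclosed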
MC4R barr agon: human MC4R agonism via beta-arrestin. activation, % at 8.9 µM. AID 540308. U2OS MC4R beta-arrestin complementation, luminescence; percent of melanotan II response, DMSO zero. actives 0.98% (n = 360,000);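 active = activation above a per-plate cutoff, the mean activation of sample wells on that plate plus 3 SD, cut at about 8% in these data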
NCOA2 inhibitor: inhibits human steroid receptor coactivator 2; inhibition, % at 9 µM; HEK293 GAL4-SRC2 luciferase reporter, luminescence; actives 0.17% (n = 370,000); AID 651957; Q15596;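 active = inhibition above the mean inhibition of all tested compounds plus 3 SD, set per campaign, cut at about 52% in these data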;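 also: 0% = DMSO treated cells and 100% = cells given Gossypol at 36 µM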
Target sequence (Q15596 whole entry, looked up, the tested form may be a part): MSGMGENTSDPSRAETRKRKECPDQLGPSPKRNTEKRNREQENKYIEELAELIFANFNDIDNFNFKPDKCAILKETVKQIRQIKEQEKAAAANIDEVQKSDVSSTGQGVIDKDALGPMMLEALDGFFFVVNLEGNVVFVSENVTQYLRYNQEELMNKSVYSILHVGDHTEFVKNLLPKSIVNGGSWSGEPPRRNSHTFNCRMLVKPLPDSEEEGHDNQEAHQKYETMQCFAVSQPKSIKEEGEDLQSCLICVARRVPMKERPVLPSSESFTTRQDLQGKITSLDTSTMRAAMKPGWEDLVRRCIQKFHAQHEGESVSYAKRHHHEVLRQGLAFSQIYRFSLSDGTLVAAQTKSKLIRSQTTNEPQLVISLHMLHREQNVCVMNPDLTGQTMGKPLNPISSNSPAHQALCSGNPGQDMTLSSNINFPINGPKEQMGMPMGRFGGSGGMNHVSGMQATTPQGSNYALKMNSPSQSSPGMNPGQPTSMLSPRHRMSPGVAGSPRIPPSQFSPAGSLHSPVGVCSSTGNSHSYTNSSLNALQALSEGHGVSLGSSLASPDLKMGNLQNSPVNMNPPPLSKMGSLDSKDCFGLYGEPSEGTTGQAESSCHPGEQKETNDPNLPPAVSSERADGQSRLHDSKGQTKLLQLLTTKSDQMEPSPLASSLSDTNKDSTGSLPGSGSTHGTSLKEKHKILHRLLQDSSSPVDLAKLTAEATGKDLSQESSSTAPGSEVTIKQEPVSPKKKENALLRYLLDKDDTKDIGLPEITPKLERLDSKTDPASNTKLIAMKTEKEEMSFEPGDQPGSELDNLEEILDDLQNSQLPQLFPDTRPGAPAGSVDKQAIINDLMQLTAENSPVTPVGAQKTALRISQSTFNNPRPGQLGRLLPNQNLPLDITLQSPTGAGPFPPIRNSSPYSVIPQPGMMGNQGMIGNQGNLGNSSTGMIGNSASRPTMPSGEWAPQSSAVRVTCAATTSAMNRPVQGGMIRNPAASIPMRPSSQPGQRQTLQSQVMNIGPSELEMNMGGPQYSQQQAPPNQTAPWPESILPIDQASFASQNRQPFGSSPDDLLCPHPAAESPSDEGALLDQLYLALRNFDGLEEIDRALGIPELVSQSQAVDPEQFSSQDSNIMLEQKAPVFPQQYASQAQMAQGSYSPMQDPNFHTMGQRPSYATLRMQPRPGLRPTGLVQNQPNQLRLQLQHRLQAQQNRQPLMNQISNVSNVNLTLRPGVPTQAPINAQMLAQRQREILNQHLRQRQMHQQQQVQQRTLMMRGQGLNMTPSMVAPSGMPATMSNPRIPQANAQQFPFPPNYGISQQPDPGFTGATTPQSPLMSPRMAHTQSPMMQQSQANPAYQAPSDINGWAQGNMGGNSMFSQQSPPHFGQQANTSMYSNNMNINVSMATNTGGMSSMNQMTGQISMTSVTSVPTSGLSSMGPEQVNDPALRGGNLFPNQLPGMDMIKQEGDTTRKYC
NOD2 RIPK2 PPI: blocks binding of human NOD2 to RIPK2; inhibition, % at 4.98 µM; O43353; actives 0.38% (n = 360,000); CHO BLA complementation NOD2-RIPK2, CCF4 ratio; AID 624267; in the data active = inhibition above about 21%;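 also: 0% = vehicle only and 100% = reference blocker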
NCOA1 inh: inhibitors of human steroid receptor coactivator 1 (SRC1) | actives 0.12% (n = 360,000) | HEK293 GAL4-SRC1 luciferase reporter, luminescence | inhibition, % at 3.6 µM | Q15788;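 active = inhibition above the campaign mean plus 3 SD, with each screening campaign given its own cutoff, cut at about 60% in these data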;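 also: 0% = DMSO treated cells and 100% = gossypol at 36 µM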
MC4R antagonist: antagonists of human melanocortin 4 receptor (MC4R); P32245; MC4R-expressing cells, MTII-stimulated cAMP, LANCE TR-FRET; inhibition, % at 6.5 µM; actives 0.48% (n = 360,000);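 active = inhibition above its plate's cutoff, the mean of tested wells on that plate plus 3 SD, cut at about 29% in these data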;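 also: 0% = Melanotan II alone and 100% = Melanotan II plus saturating MCL0020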
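Assay system: U2OS-MC4R stable cell line; Also added: Melanotan II; Technique: Eu-cAMP/anti-cAMP TR-FRET, emission 671 nm; Times: 30-min compound, 1-h challenge, 1-h detection, room temperature.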
COUP-TFII inh: blocks human COUP-TFII nuclear receptor; P24468; HEK293T NGFI-A luciferase reporter, luminescence; inhibition, % at 8.6 µM; actives 0.7% (n = 370,000);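 active = inhibition above a per-plate cutoff, mean inhibition of test wells between control levels plus 3 SD, cut at about 38% in these data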;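 also: cells cotransfected with COUP-TFII expression vector driving the NGFI-A reporter; 0% = median of COUP-TF2 test wells and 100% = reporter-only cells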
TLR9-MyD88 inh: inhibitors of human TLR9-MyD88 binding | CHO BLA complementation TLR9-MyD88, CCF4 FRET ratio | inhibition, % at 4.98 µM | actives 0.21% (n = 340,000) | Q9NR96+Q99836 | AID 504734;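 active = inhibition above the mean over all tested compounds plus 3 SD, cut at about 21% in these data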;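 also: 0% = DMSO only wells and 100% = clavulanate BLA inhibitor control wells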
NCOA3 inh: human NCOA3 inhibition; inhibition, % at 3.6 µM; Q9Y6Q9; actives 0.17% (n = 360,000); HEK293 GAL4-SRC3 luciferase reporter, luminescence;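 active = inhibition above a per-campaign cutoff, the mean of all compounds plus 3 SD, cut at about 60% in these data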;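 also: 0% = DMSO-treated cells and 100% = gossypol-treated cells at 36 µM; higher means less SRC3-driven luciferase light from the GAL4 reporter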
Starred values were filed as active, the others as inactive; . = not tested or not shown.

Start of the data: the first ten records, to show the layout:
entry	NCOA1 inh	LMP1 NFkB inh	NCOA3 inh	COUP-TFII inh	MC4R antagonist	MC4R barr agon	ABHD5 PLIN5 PPI	TLR9-MyD88 inh	NOD2 RIPK2 PPI	NCOA2 inhibitor	NR5A2 inv ag	Structure
1	0	.	-2	10	2	-1.6	2	.	-8	3	10	Cc1ccc(S(=O)(=O)NC(=O)C2(C)CCN2C(=O)c2cccc(F)c2)cc1 (configuration not stated)
2	6	-3	-7	-6	6	0.0	7	-9	-7	-15	-9	CCCN=C1N(CC)C[C@@H]2[C@@H]3C(=O)N(Cc4ccccc4)C(=O)[C@@H]3[C@](C)(C(=O)OC)N12
3	-35	16	30	15	-17	-2.0	-5	-3	-13	-14	27	CC(=NCCc1c(C)[nH]c2ccc(C)cc12)C1=C(O)CC(c2ccccc2)CC1=O (configuration not stated)
4	4	12	-1	-3	-5	0.2	-2	-5	4	12	-7	COc1ccc(/C(=C\Nc2ccc(C)c(C)c2)C(C)=O)cc1OC
5	-36	0	3	-2	2	-2.2	4	-7	-3	1	-5	CN(Cc1ccccc1)C(=O)c1ccc2c(c1)OCO2
6	-10	11	-14	18	12	2.9	-4	2	-1	5	-5	CCOc1ccccc1N1CCN(C(=O)c2ccc(S(=O)(=O)Nc3ccccc3)cc2)CC1
7	7	10	17	11	2	1.7	-4	-12	-18	-7	-1	CCC(=O)Nc1nonc1-c1nc2ccccc2n1CCC(C)C
8	-10	3	2	7	-1	-1.1	1	12	-12	-27	7	COc1ccc(C(=O)Cn2c(=O)oc3ccc(C)cc32)cc1
9	2	-2	-5	-4	3	-2.9	-2	2	-6	-3	-13	CC1CCCCC1NC(=O)CSc1nnc(C(F)(F)F)n1C (configuration not stated)
10	-17	1	7	1	7	-3.6	3	12	7	-14	6	O=C(CCNC(=O)c1ccc(Cl)cc1)NCC(c1ccco1)N1CCCCC1 (configuration not stated)

All compounds of this part, previewed entries included:
entry	NCOA1 inh	LMP1 NFkB inh	NCOA3 inh	COUP-TFII inh	MC4R antagonist	MC4R barr agon	ABHD5 PLIN5 PPI	TLR9-MyD88 inh	NOD2 RIPK2 PPI	NCOA2 inhibitor	NR5A2 inv ag	Structure
1	0	.	-2	10	2	-1.6	2	.	-8	3	10	Cc1ccc(S(=O)(=O)NC(=O)C2(C)CCN2C(=O)c2cccc(F)c2)cc1 (configuration not stated)
2	6	-3	-7	-6	6	0.0	7	-9	-7	-15	-9	CCCN=C1N(CC)C[C@@H]2[C@@H]3C(=O)N(Cc4ccccc4)C(=O)[C@@H]3[C@](C)(C(=O)OC)N12
3	-35	16	30	15	-17	-2.0	-5	-3	-13	-14	27	CC(=NCCc1c(C)[nH]c2ccc(C)cc12)C1=C(O)CC(c2ccccc2)CC1=O (configuration not stated)
4	4	12	-1	-3	-5	0.2	-2	-5	4	12	-7	COc1ccc(/C(=C\Nc2ccc(C)c(C)c2)C(C)=O)cc1OC
5	-36	0	3	-2	2	-2.2	4	-7	-3	1	-5	CN(Cc1ccccc1)C(=O)c1ccc2c(c1)OCO2
6	-10	11	-14	18	12	2.9	-4	2	-1	5	-5	CCOc1ccccc1N1CCN(C(=O)c2ccc(S(=O)(=O)Nc3ccccc3)cc2)CC1
7	7	10	17	11	2	1.7	-4	-12	-18	-7	-1	CCC(=O)Nc1nonc1-c1nc2ccccc2n1CCC(C)C
8	-10	3	2	7	-1	-1.1	1	12	-12	-27	7	COc1ccc(C(=O)Cn2c(=O)oc3ccc(C)cc32)cc1
9	2	-2	-5	-4	3	-2.9	-2	2	-6	-3	-13	CC1CCCCC1NC(=O)CSc1nnc(C(F)(F)F)n1C (configuration not stated)
10	-17	1	7	1	7	-3.6	3	12	7	-14	6	O=C(CCNC(=O)c1ccc(Cl)cc1)NCC(c1ccco1)N1CCCCC1 (configuration not stated)
11	-12	-4	3	-8	7	7.8	-2	-5	6	-10	-1	O=S(=O)(NCc1ccc(F)cc1)c1cc(Br)ccc1Br
12	7	1	1	-16	-1	1.9	3	-9	3	12	-1	O=C(NCCC1=CCCCC1)c1cc(S(=O)(=O)N2CCOCC2)ccc1Cl
13	-21	-8	-6	-16	3	1.8	0	-5	-11	9	-11	COc1ccccc1NCC(=O)NC(=O)NC1CCCCC1
14	-12	2	5	18	9	-1.4	-9	-5	16	-5	0	CCN(CC)C(=O)Cn1cc(C(=O)C(=O)N2CCN(Cc3ccc4c(c3)OCO4)CC2)c2ccccc21
15	-6	1	3	16	25	-0.5	-1	-5	0	-29	-19	COc1cc(OC)cc(C(=O)NCC(=O)OCc2csc(-c3ccccc3)n2)c1
16	-1	-2	5	16	1	17*	-7	-16	-9	-4	15	C=C(C)c1cccc(C(C)(C)NC(=O)NCc2ccc(OC)cc2)c1
17	-8	-5	-13	-13	-1	0.0	3	-7	-9	-33	-2	CS(=O)(=O)N(CC(=O)N/N=C/c1ccccn1)c1ccc(Oc2ccccc2)cc1
18	5	5	13	-18	-2	0.1	5	-3	-18	-4	-27	CC(C)N1C(=O)CCC1C(=O)O (configuration not stated)
19	-27	0	-4	12	10	-1.4	-12	1	-5	-21	-9	O=C1N=c2ccccc2=C1c1sc(=S)n(NC(=O)c2ccccc2)c1O
20	2	-5	18	-10	8	0.6	3	5	4	-4	6	Cc1cccc(C(C)(C)C)c1OCCCCN1CCCC1

(listing goes on)
entry	NCOA1 inh	LMP1 NFkB inh	NCOA3 inh	COUP-TFII inh	MC4R antagonist	MC4R barr agon	ABHD5 PLIN5 PPI	TLR9-MyD88 inh	NOD2 RIPK2 PPI	NCOA2 inhibitor	NR5A2 inv ag	Structure
21	7	-7	18	6	10	-3.7	-1	5	4	-15	-20	Cc1cc(C)n(-c2nc3ccccc3nc2N2CCN(S(=O)(=O)c3ccc4ccccc4c3)CC2)n1
22	-12	-2	5	-13	7	-0.5	3	1	-4	-23	-17	CN(C)CCn1c2c(c(SCC(=O)NCc3ccccc3)nc1=O)CCC2
23	-19	-14	8	-1	9	19*	2	1	-1	11	13	CC(=O)c1cccc(NC(=O)CNC(=O)c2sc3ccccc3c2Cl)c1
24	16	10	24	-2	-4	-3.3	-5	6	13	-9	-5	COc1ccccc1CNc1cc(CSc2ccc(Cl)cc2)nc(C)n1
25	8	7	13	0	-2	-1.7	7	-14	-11	2	-2	CCC(C)NS(=O)(=O)c1ccc(NS(=O)(=O)c2ccc(F)cc2)cc1 (configuration not stated)
26	-58	9	-53	-22	6	-0.5	0	12	-8	-14	-94	CN(C(=O)c1cccc(Nc2ccc(-c3ccc4c(c3)OCCO4)nn2)c1)C1CCCCC1
27	3	1	-4	.	-2	-2.3	85*	-7	-7	.	-6	CCOc1ccc(C(=O)CC(C(=O)O)N2CCCCC2)cc1 (configuration not stated)
28	-14	1	11	-5	-5	-0.6	24*	0	19	-27	4	CC(=O)N(C1CC(C)C(C#N)(C#N)C1(C#N)C#N)N(C)C (configuration not stated)
29	-10	15	6	33	8	-1.2	0	-2	2	28	8	CC(C)Cn1c(N)c(C(=O)COC(=O)CCc2nc3ccccc3s2)c(=O)n(C)c1=O
30	-7	-4	-1	15	-6	2.2	-1	-1	-7	-17	2	CCn1cc(CN2CCC(n3nccc3NC(=O)c3ccccc3C)CC2)c(C)n1
31	-7	1	11	-5	-6	4.5	0	0	1	-4	-3	CCN(CCCNC(=O)CCC(=O)N1CCOc2ccccc21)Cc1ccccc1
32	3	7	11	5	11	-1.9	-4	2	-1	-5	5	Nc1cccc(-n2nnnc2CN2CCOCC2)c1
33	-2	12	-16	2	1	-0.8	3	-11	-3	-24	-8	CCOC(=O)CSc1nccc(N(C)C)c1C#N
34	.	.	.	-1	.	.	-5	.	1	-7	-19	COc1ccc(C(C(=O)NC2CCCC2)n2c(-c3cccs3)nc3ccccc32)cc1 (configuration not stated)
35	-15	-6	19	-9	14	-0.5	-1	-5	-6	-21	5	CC(C)c1nnc(NC(=O)CCC(=O)N2CCN(c3ccc(Cl)cc3)CC2)s1
36	4	-4	7	.	2	-0.1	9	-1	8	.	-8	C#CCOCCOCCOCCNc1nc(N2CCN(C(=O)C([C@@H](C)O)n3cc([C@@H](N)CCCCN)nn3)CC2)nc(N2CCN(C(=O)[C@H](CCCCN)n3cc(CN)nn3)CC2)n1 (some centres not stated)
37	13	-6	3	13	6	3.6	2	-11	-19	-13	-3	CC(C)CN1CC(COCc2ccccc2)Oc2ccccc2S1(=O)=O (configuration not stated)
38	-16	7	17	-4	12	0.6	-4	-16	-10	-6	-23	O=C1CNC(=S)N1Cc1cccc(Cl)c1
39	0	-26	8	-2	-20	-3.7	-31	7	-3	7	17	Cc1nc2c3cc(F)ccc3n(Cc3ccccc3)c2s1
40	-16	-2	-18	12	-5	0.4	-9	-7	-6	14	-32	COCc1nc2ccccc2n1CCOc1ccccc1OC

(cont.)
entry	NCOA1 inh	LMP1 NFkB inh	NCOA3 inh	COUP-TFII inh	MC4R antagonist	MC4R barr agon	ABHD5 PLIN5 PPI	TLR9-MyD88 inh	NOD2 RIPK2 PPI	NCOA2 inhibitor	NR5A2 inv ag	Structure
41	-4	0	-18	-7	6	-1.4	6	-7	-1	-16	-12	N#Cc1cnc(Oc2ccc(Cl)cc2)nc1N
42	9	6	-4	-6	-11	4.3	-4	7	3	9	-1	CCCCN(CCO)c1ncnc2sc(-c3ccccc3)cc12
43	-5	-5	-10	-13	10	-2.7	-10	4	0	8	19	NC(=O)c1ccc(NC(=O)COC(=O)c2ccc3ccccc3n2)cc1
44	-8	2	-8	-24	22	0.6	-4	0	-4	1	-34	C/C(CC(=O)Nc1ccc(Cl)cn1)=N\NC(=O)Cc1cccs1

An excerpt (hit frequency here may not be typical).
